Bioassay records (PubChem)
TTR transcr act = increases transthyretin transcription. SH-SY5Y TTR promoter Gaussia luciferase, luminescence; 100% = recombinant luciferase protein wells. activation, % at 16.7 µM. hit rate 1.3% among 92,000. AID 1117267;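 active = activation above the mean of all tested compounds plus 3 SD, cut at about 9.5% in these data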;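 note: cells exposed to compounds for one day before reading; 0% = median of all test compound wells on the plate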
* marks the source's active call; other numbers are inactive results. Some of the compounds tested, so the mix of outcomes need not match the whole.

SMILES	TTR transcr act
CCC[C@H]1[C@@H](NC(=O)c2cccnc2)CC[C@@]23CCCN2C(=O)CCC[C@@H]13	1.9
CCC(=O)N1CCC1(C)C(=O)Nc1ncc(C)s1 (stereo not drawn)	1.2
O=C(NC1CCN(Cc2ccccc2)CC1)c1ccccc1Cl	1.1
Cc1ccc(NC(=O)CCn2cc(C(F)(F)F)ccc2=O)cc1	-0.7
Cc1ccc(F)cc1C(=O)N1CCC1(C)C(=O)O (stereo not drawn)	0.9
Cn1c(=O)c2[nH]c(CCCCCCCc3nc4ccccc4[nH]3)nc2n(C)c1=O	-3.0
CC1CC(=O)Nc2ccccc2N1S(=O)(=O)c1cccs1 (stereo not drawn)	-0.3
C[C@H]1[C@@H](OC(=O)NCc2ccccc2Cl)CC[C@@]23CCCN2C(=O)CCC[C@@H]13	-2.4
O=C(NCc1ccc2c(c1)OCO2)c1ccc(CS(=O)Cc2cccc(Cl)c2)o1 (stereo not drawn)	1.0
C=CCn1c(=S)[nH]c2nc3c(cc2c1=O)CCCC3	-2.4
Cc1ccc(-c2cc(Cc3ccccn3)c(=O)[nH]n2)cc1	-0.4
COc1ccc(S(=O)(=O)Nc2ccc(-c3ccc4nncn4n3)cc2)c(OC)c1	-4.9

Given as a markdown table: entries from further up.
| structure | TTR transcr act |
| --- | --- |
| CCC(=O)N1CCC1(C)C(=O)Nc1ncc(C)s1 (stereo not drawn) | 1.2 |
| O=C(NC1CCN(Cc2ccccc2)CC1)c1ccccc1Cl | 1.1 |
| Cc1ccc(NC(=O)CCn2cc(C(F)(F)F)ccc2=O)cc1 | -0.7 |
| Cc1ccc(F)cc1C(=O)N1CCC1(C)C(=O)O (stereo not drawn) | 0.9 |
| Cn1c(=O)c2[nH]c(CCCCCCCc3nc4ccccc4[nH]3)nc2n(C)c1=O | -3.0 |
| CC1CC(=O)Nc2ccccc2N1S(=O)(=O)c1cccs1 (stereo not drawn) | -0.3 |
| C[C@H]1[C@@H](OC(=O)NCc2ccccc2Cl)CC[C@@]23CCCN2C(=O)CCC[C@@H]13 | -2.4 |

Later entries.
SMILES	TTR transcr act
Cc1cc(NC(=O)c2ccccc2C)no1	-0.1
Cc1cccc(-n2c(Cc3cc(=O)[nH]c(=O)[nH]3)nnc2SCC(=O)NCc2ccco2)c1	-1.4
Cc1ccccc1OCC(=O)OCC(=O)Nc1ncc(Cl)c(C)c1Cl	-0.4
O=C(/C=C/c1cccs1)N1CCN(c2ccc(F)cc2)CC1	1.4
O=C(COc1ccccc1-c1ccccc1)N/N=C/c1ccncc1	-0.5
COc1ccc(C)cc1NC(=O)CCCN1C(=O)NC(C)(C)C1=O	-2.5
O=C(O)c1nccnc1C(=O)NCc1csc2ccc(Cl)cc12	1.3
O=C(COC(=O)/C=C/c1cccc(C(F)(F)F)c1)NCc1ccccc1	2.4
COc1ccc(CNC(=O)C(C)Cc2ccccc2)cc1O (stereo not drawn)	4.2
NC(=O)c1ccc(NC(=O)COC(=O)C2CC3C=CC2C3)cc1 (stereo not drawn)	-0.1
Cc1ccc(S(=O)(=O)N2CCC(C(=O)N3CCC(C(=O)NCC4CCCO4)CC3)CC2)cc1 (stereo not drawn)	2.1
CCOc1ccc(CNC2CCCCCCC2)cc1OC	0.4
Cc1ccc(C(=O)NC(=S)N(C)Cc2ccccc2)cc1	0.2
OCCCNC(=S)Nc1ccc(Br)cc1Cl	-1.8
CN(CC(=O)Nc1ccc(F)cc1)C(=O)CSc1nc2ncc(Cl)cc2[nH]1	-0.3
O=C(Cc1ccccc1)c1ccc(N2CCOCC2)cc1	0.4
CC1CCCC(C)N1C(=O)COC(=O)c1ccc(Br)c(S(=O)(=O)N2CCOCC2)c1 (stereo not drawn)	-0.5
CC1CCc2nc3ccc(S(=O)(=O)N4CCC(C(=O)N5CCCCC5)CC4)cc3c(C(=O)O)c2C1 (stereo not drawn)	-1.5
CCN1CCN(C(=O)CSc2ccc(C)cc2)CC1	-0.3
CC(C)c1onc(C(=O)Nc2sc3c(c2C#N)CCC3)c1[N+](=O)[O-]	0.1
COc1ccc(C(C)=O)cc1COC(=O)c1ccc2c(c1)OCCO2	-1.3
COc1ccc(CNS(=O)(=O)NCc2ccc(OC)c(OC)c2)cc1	2.2
O=C(NC(=S)Nc1cccc2cc(O)ccc12)c1ccccc1Br	-1.3
O=S1(=O)CCN(OCc2ccc(F)cc2Cl)CC1	2.3
CCOC(=O)C1CCCN(C(=O)Cn2ncc3c([nH]c4ccc(C)cc43)c2=O)C1 (stereo not drawn)	-1.8
COc1cc(C=O)ccc1Oc1nc(Nc2ccc(F)cc2F)nc(N2CCOCC2)n1	-1.6
CC(C)NC(=O)c1cc(C2CCCCN2S(=O)(=O)c2ccccc2)on1 (stereo not drawn)	-1.7
O=C(Cn1nc(-c2ccccc2)ccc1=O)NCCN1CCN(c2cccc(Cl)c2)CC1	2.9
CN(C)S(=O)(=O)c1ccc2c(c1)nc(CCC(=O)Nc1ccc(N3CCOCC3)cc1)n2C	1.8
CCOC(=O)[C@]12CCCC3=C1N(CCC3)C(=O)[C@@H](CC(=O)N1CCSCC1)C2	0.8
O=C(O)CCC(=O)OCCCc1cc2ccccc2c(=O)o1	0.5
C=CCSc1nnc2n(CCc3ccccc3)c(=O)c3c4c(sc3n12)COC(C)(C)C4	2.0
CCc1sc(C(=O)Nc2ccc(OC)c(S(=O)(=O)N3CCOCC3)c2)cc1C	-1.6
CC(=O)Oc1ccc2nc(CN3C(=O)c4ccc([N+](=O)[O-])cc4C3=O)oc(=O)c2c1	0.2
CCCN1Cc2cccc(C(=O)NCc3ccccc3)c2C1=O	-1.1
CCO/C=C1/C(=O)N(Cc2ccccc2)C(=O)c2ccccc21	2.0
CN(C)CCNC(C(=O)Nc1cccc(C(F)(F)F)c1)c1ccccc1 (stereo not drawn)	4.9
Cc1cccc(C)c1OCCOCCN1CCN(C)CC1	1.2
Cc1ccc(CNC(=O)COC(=O)c2cnc(C)cn2)cc1	-1.8
O=C(Nc1ccccc1F)Nc1cccnc1Cl	-0.5
CC(=O)c1cccc(NC(=O)c2ccc(OCc3c(C)noc3C)cc2)c1	-1.3
O=C(CN1CCN(Cc2ccccc2)CC1)N1CCN(c2ccccc2)CC1	0.6
C=CCn1c(C(CC)CC)nc2ccccc21	0.2
COc1ccccc1S(=O)(=O)N(C)C[C@@H]1OCc2cnnn2CCCC(=O)N([C@@H](C)CO)C[C@H]1C	1.7
COc1cc(CC(=O)OCC(=O)Nc2ncc(Cl)cc2Cl)cc(OC)c1OC	-0.6
CCCc1cc(NCCCN(C)C)n2c(nc3ccccc32)c1C#N	4.5
O=C(NCCc1ccc(O)cc1)c1ccc(Cl)cc1	-0.2
O=c1c2ccccc2nc(-c2ccc(Cl)cc2Cl)n1CCCn1ccnc1	0.8
COc1ccc(NC(=S)NCCCc2ccccc2)cc1	-0.9
O=C(Cc1ccccc1)NNS(=O)(=O)c1ccc([N+](=O)[O-])cc1	-0.2
COc1ccc(N=C2SCC(=O)N2Cc2ccccc2)cc1	-1.1
CCOc1ccccc1NC(=O)NCc1ccccc1	-1.0
CCOC(=O)C1CCCN(CCSc2ccc(C)cc2)C1 (stereo not drawn)	-0.2
O=C(NCc1cccnc1)C1c2ccccc2C(=O)N1Cc1ccccc1 (stereo not drawn)	0.1
Nc1[nH]nc2nc(-c3ccccc3)[nH]c(=O)c12	1.0
O=C(c1cc(F)ccc1F)C1CCCN(C(=O)CCCN2CCCCC2=O)C1 (stereo not drawn)	-1.0
CC(C)(C)OC(=O)N(CCc1ccccc1)Cc1ccccc1OCc1ccc(NC(=O)C2CCCC2)cc1	-1.6
S=c1nc(-c2ccccc2Cl)n(Cc2cccnc2)c2c1CCCC2	1.5
Cc1ccc(-c2cc(C(F)F)n3ncc(C(=O)N4CCN(c5cccc(C)c5C)CC4)c3n2)cc1	1.0
CC(C)Cn1c(N)c(C(=O)COC(=O)COc2cccc(C(F)(F)F)c2)c(=O)n(C)c1=O	-0.2

Part of the list above in another layout:
| Molecule | TTR transcr act |
| --- | --- |
| COc1ccc(NC(=S)NCCCc2ccccc2)cc1 | -0.9 |
| O=C(Cc1ccccc1)NNS(=O)(=O)c1ccc([N+](=O)[O-])cc1 | -0.2 |

Following part.
SMILES	TTR transcr act
CCn1ncc(-c2ccnc3cc(C(=O)O)nn23)c1C	-1.6
CC(C)(C)CC(=O)NC(=S)NCc1ccco1	-0.8
COCCCn1[nH]c2c3c(ccc2c1=O)C(=O)c1ccccc1C3=O	-1.9
O=C(N=C1SC2CS(=O)(=O)CC2N1Cc1ccccc1)c1ccccc1 (stereo not drawn)	1.3
COCCC(=O)Nc1c(-c2ccccc2)c2cc(Br)ccc2[nH]c1=O	-1.6
Cc1nc(C(=O)Nc2ccccc2)sc1C1(C)CC(c2cccc([N+](=O)[O-])c2)=NO1 (stereo not drawn)	-2.1
Cn1nc(C(=O)Nc2ccccc2Cl)cc1C(=O)Nc1ccccc1Cl	4.0
O=C(CNc1cccc2ccccc12)N/N=C/c1cccc(Oc2ccccc2)c1	0.1
Oc1cnc2ccccc2c1CN1CCOCC1	-1.6
N#Cc1cc2ccccc2nc1SCc1ccccn1	-0.3
O=C(Cn1c2c(sc1=O)C1c3ccccc3OCC1CS2)Nc1ccc(Cl)c(Cl)c1 (stereo not drawn)	4.5
COc1ccccc1CNC(=O)COC(=O)Cc1c(Cl)cccc1Cl	1.3

Sorted by molecular weight (low to high): some entries from above
SMILES	TTR transcr act
Oc1cnc2ccccc2c1CN1CCOCC1	-1.6
Cc1ccc(C(=O)NC(=S)N(C)Cc2ccccc2)cc1	0.2
O=C(O)CCC(=O)OCCCc1cc2ccccc2c(=O)o1	0.5
CC1CC(=O)Nc2ccccc2N1S(=O)(=O)c1cccs1 (stereo not drawn)	-0.3
CC(=O)c1cccc(NC(=O)c2ccc(OCc3c(C)noc3C)cc2)c1	-1.3

The list goes on:
SMILES	TTR transcr act
CC(C)(O)C#Cc1ccc(CN2CCN(C3CCCCC3)C(CCO)C2)s1 (stereo not drawn)	-0.8
O=C1c2cccc3cccc(c23)C(=O)N1CCN1CCN(C(=S)Nc2ccc(Cl)cc2)CC1	0.9
Cc1nc2c(C)cccc2cc1C(=O)N/N=C/c1ccc(O)cc1	-0.7
O=C(N/N=C/c1ccc(O)c(O)c1)C1CC1	-0.3
O=C(CN(Cc1ccccc1)C(=O)c1cc2c(s1)CCC2)NCc1cccs1	0.2
O=C(N/N=C/c1ccc2c(c1)OCO2)c1ccc(COc2cccc3cccnc23)cc1	-0.5
O=S(=O)(NCCN1CCOCC1)c1ccc(Oc2ccccc2Cl)cc1	-3.1
COc1cccc(NC(=O)C2(C)CCN2Cc2ccc(SC)cc2)c1 (stereo not drawn)	-0.2
O=C(NN=C1CCN(Cc2ccccc2)CC1)c1cc2ccccc2cc1O	-2.1
O=C(Cn1c(=O)oc2ccccc21)NCCc1ccccc1Cl	-0.3
COCCC(=O)N1CCC(Oc2ccc(C(=O)N3C[C@@H]4CCC[C@H]3C4)cc2)CC1	-0.7
O=S(=O)(/N=C(\Sc1ccccc1)c1ccccc1)c1ccc(Cl)cc1	-1.8
COc1ccc(S(=O)(=O)N2CCOC2CNC(=O)C(=O)NCCCN2CCOCC2)cc1 (stereo not drawn)	-0.7
C=CS(=O)(=O)c1ccc(Oc2ccc(S(=O)(=O)C=C)cc2)cc1	-6.7
Cc1ccccc1NC(=O)C(Cl)=C(Cl)Cl	-2.2
Cc1ccccc1OCC(=O)NNC(=S)NC(=O)c1ccccc1[N+](=O)[O-]	-0.7
N#C/C(=C\c1coc2ccc(O)cc2c1=O)C(=O)Nc1nc2ccccc2s1	-0.7
CN1CCN(CCC(=O)Nc2cccc(Br)c2)CC1	0.6
COc1ccc(Cc2c(O)nc(SCC(=O)NC34CC5CC(CC(C5)C3)C4)[nH]c2=O)cc1	0.5
Cc1ccc(/C=N/NC(=O)c2c(-c3ccccc3)noc2C)c(O)c1	-2.1
CC(C)(C)C(=O)Nc1cccc(-c2nc3ccccc3[nH]2)c1	-4.3
O=C(NN=Cc1cc([N+](=O)[O-])ccc1O)c1cccc2ccccc12	0.6
Cc1c(-c2nc(-c3ccc(C(F)(F)F)cc3)no2)n(C)oc1=O	0.5
COc1ccc(CN2CCOCCOCCN(Cc3ccc(OC)cc3)CCOCCOCC2)cc1	4.5
Cc1ccc(NC(=O)CN(C)CC(=O)Nc2ccc(N3CCOCC3)cc2)c(C)c1	-0.7
C[C@H]1C2CC(OC(=O)Nc3ccc(C(F)(F)F)cc3)C(C2)[C@H]2CCCCN21 (stereo partly drawn)	1.3
N/C(=N\OC(=O)CSc1ccccc1)c1ccc([N+](=O)[O-])cc1	0.9
CC(c1ccccc1)N1CCn2c(nc3cc(NC(=O)NC4CCCCC4)ccc32)C1 (stereo not drawn)	-2.3
Cc1ccc(S(N)(=O)=O)cc1NC(=O)/C=C/c1ccc2c(c1)OCO2	-0.6
CCOC(=O)C1=C(COC(=O)/C=C/c2ccc(Cl)cc2)NC(=O)NC1C (stereo not drawn)	0.5
O=C(COC(=O)c1ccc2c(c1)S(=O)(=O)N=C1CCCCCN12)NCc1cccs1	-1.2
O=C(COc1ccccc1)NNC(=O)COc1ccc([N+](=O)[O-])cc1	6.5
CCOc1ccc(/C=C/C(=O)c2ccccc2)cc1	-1.2
COCCNC(=O)CSc1nc2ccccc2c(=O)n1-c1cccc(OC)c1	1.3
Cc1cc2nc(C(C)(C)C)c(CC3CCCCC3)n2c(C)c1Br	-1.3
CCCCCOC(=O)Cc1c(O)c2ccccc2n(C)c1=O	-0.4
Cc1ccc(C(=O)Nc2ccc3c(c2)C(=O)N(CC2CCCO2)C3=O)cc1 (stereo not drawn)	-1.1
Cc1c(C)c(C)c(S(=O)(=O)N2CCSCC2)c(C)c1C	0.9
O=C(NNc1ccccc1)/C(=C\c1cccnc1)NC(=O)c1ccccc1	1.9
Cn1c(=O)n(CCc2ccccc2)c(=O)c2c1nc1n2CCCN1Cc1ccccc1	-3.4
O=C(COc1ccc(C(=O)Nc2ccc(Cl)cc2)cc1)NCc1ccccc1	-0.6
COc1cccc(Nc2nc(-c3cccnc3)cs2)c1	0.9
